Source: PubChem BioAssay
BAZ2B inh = BAZ2B (human) inhibition | Q9UIF8 | AlphaScreen BAZ2B-H3K14Ac peptide displacement | Potency, µM (highest dose often 114 µM), without a hit: at the highest dose activity change, negative = inhibition, hits mostly inhibitors | 360,000 compounds, 4.4% hits | AID 504333; also: potency is read from the fitted curve at half-maximal effect; % is scaled to controls: 0 for no effect and ±100 for the full control effect; nearly all actives have a fitted effect of over 60% in size
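In this displacement format the biotinylated H3(5-23) peptide acetylated at Lys14 serves as ligand at 50 nM, with BAZ2B at 50 nM in PBS pH 7.4 containing 0.01% Tween-20. Donor and acceptor beads are 10 ug/mL final.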
Pin1 inhibitor = human Pin1 inhibition; Pin1 FP peptide displacement, HiFluor488, 10 min; Potency, µM (doses to about 115 µM), for inactives: at the highest dose activity, negative = inhibition, most hits filed as inhibitors; 390,000 compounds, 0.009% hits; AID 504891; active = well fitted inhibition curve with a large enough effect in the polarisation, with a control signal flat, not every such curve was filed as active; inconclusive = small, poorly fitted or top-dose-only effect, or effect the other way, or a change in a side signal; inactive = no such curve, though single readings can be large or run the other way; the % refers to the polarisation; also: potency is read from the fitted curve at half-maximal effect; % is scaled to controls: 0 for no effect and ±100 for the full control effect
PI4K2A inh = inhibitors of human PI4K2A; purified PI4K2A, ADP-Glo luminescence, 1 h; hits give low values; Q9BTU6; 420,000 compounds, 0.13% hits; activity change, negative = inhibition, % at 76.9 µM; in the data active = activity change below about -50%; inconclusive = mostly about -30% to -49%;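 also: -100% = wells without enzyme as full effect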
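PI4K2A activity was measured by ADP-Glo luminescence: enzyme (4 ug/mL stock) and phosphatidylinositol (1.2 mM stock) in Tris pH 7.5/MgCl2/EGTA/Triton X-100 buffer were reacted with ATP (300 microM stock) for one hour at ambient temperature.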
POLH inh = inhibitors of human DNA polymerase eta; Q9Y253; recombinant Pol eta, fluorescent DNA replication assay; Potency, µM (highest dose often 114 µM), for inactives: top-dose activity change, negative = inhibition, actives largely listed as inhibitors; 390,000 compounds, 1.2% hits; also: potency is read from the fitted curve at half-maximal effect; % is scaled to controls: 0 for no effect and ±100 for the full control effect
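Pol eta (10 nM) was preincubated with compounds for 15 min at room temperature, after which fluorescent replication substrate (50 nM final) was added to start the reaction. Fluorescence was read kinetically at 0 and 10 min.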
G9a inh = G9a (human) methyltransferase inhibition | G9a H3K9 monomethylation, AlphaScreen, 2 h | Potency, µM (series often up to 102 µM), for inactives: at the highest dose activity, negative = inhibition, hits mostly inhibitors | 350,000 compounds, 8.8% hits | AID 504332; also: potency is read from the fitted curve at half-maximal effect; % is scaled to controls: 0 for no effect and ±100 for the full control effect; nearly all actives have a fitted effect of over 75% in size
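Chemiluminescent proximity detection of H3K9 monomethylation, read after 10 min bead incubation in the dark. Reaction: 20 nM G9a, 500 nM biotin-H3K9 peptide, 20 uM SAM cofactor, 2 h, room temperature, following 15 min enzyme-compound preincubation.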
GLS inhibitor = blocks human kidney-isoform glutaminase activity; GLS enzymatic activity, qHTS titration; O94925; Potency, µM (titrated, usually from 45.5 µM), inactives show at the top dose activity change, negative = inhibition, hits mostly inhibitors; AID 624170; 410,000 compounds, 0.21% hits; also: potency is read from the fitted curve at half-maximal effect; % is scaled to controls: 0 for no effect and ±100 for the full control effect
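Coupled fluorescence readout: glutamate oxidase/HRP/Amplex Red detect glutamate formed by hKGA from L-glutamine (1 mM solution added). Buffer 45 mM KH2PO4 pH 8.2, 0.02% Tween-20; reads at t0 and 30 min RT.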
HP1b binding inh = HP1-beta chromodomain-methylated histone interaction inhibition. P83916. AlphaScreen HP1-beta / biotin-H3K9me3 peptide binding. Potency, µM (doses to about 114 µM), inactives show at the highest dose activity change, negative = inhibition, usual class: inhibitors. 390,000 compounds, 0.56% hits. AID 540317; also: potency is read from the fitted curve at half-maximal effect; nearly all actives have a fitted effect of over 70% in size; inactives centre near 23
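Compound inhibition of the preformed complex between 50 nM HP1-beta and 50 nM biotinylated H3K9me3 peptide was read by AlphaScreen. Buffer was PBS pH 7.4 with 0.01% Tween-20. Incubations ran 30 min at room temperature, with 10 ug/mL donor/acceptor beads.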
JMJD2A Tudor = JMJD2A Tudor domain (human) inhibition; O75164; AlphaScreen JMJD2A-Tudor / H3K4me3 peptide binding; Potency, µM (doses to about 114 µM), for the others: at the top dose activity change, negative = inhibition, usual class: inhibitors; 390,000 compounds, 4.4% hits; also: potency is read from the fitted curve at half-maximal effect; % is scaled to controls: 0 for no effect and ±100 for the full control effect; nearly all actives have a fitted effect of over 50% in size
Target sequence (O75164 whole entry, looked up, the tested form may be a part): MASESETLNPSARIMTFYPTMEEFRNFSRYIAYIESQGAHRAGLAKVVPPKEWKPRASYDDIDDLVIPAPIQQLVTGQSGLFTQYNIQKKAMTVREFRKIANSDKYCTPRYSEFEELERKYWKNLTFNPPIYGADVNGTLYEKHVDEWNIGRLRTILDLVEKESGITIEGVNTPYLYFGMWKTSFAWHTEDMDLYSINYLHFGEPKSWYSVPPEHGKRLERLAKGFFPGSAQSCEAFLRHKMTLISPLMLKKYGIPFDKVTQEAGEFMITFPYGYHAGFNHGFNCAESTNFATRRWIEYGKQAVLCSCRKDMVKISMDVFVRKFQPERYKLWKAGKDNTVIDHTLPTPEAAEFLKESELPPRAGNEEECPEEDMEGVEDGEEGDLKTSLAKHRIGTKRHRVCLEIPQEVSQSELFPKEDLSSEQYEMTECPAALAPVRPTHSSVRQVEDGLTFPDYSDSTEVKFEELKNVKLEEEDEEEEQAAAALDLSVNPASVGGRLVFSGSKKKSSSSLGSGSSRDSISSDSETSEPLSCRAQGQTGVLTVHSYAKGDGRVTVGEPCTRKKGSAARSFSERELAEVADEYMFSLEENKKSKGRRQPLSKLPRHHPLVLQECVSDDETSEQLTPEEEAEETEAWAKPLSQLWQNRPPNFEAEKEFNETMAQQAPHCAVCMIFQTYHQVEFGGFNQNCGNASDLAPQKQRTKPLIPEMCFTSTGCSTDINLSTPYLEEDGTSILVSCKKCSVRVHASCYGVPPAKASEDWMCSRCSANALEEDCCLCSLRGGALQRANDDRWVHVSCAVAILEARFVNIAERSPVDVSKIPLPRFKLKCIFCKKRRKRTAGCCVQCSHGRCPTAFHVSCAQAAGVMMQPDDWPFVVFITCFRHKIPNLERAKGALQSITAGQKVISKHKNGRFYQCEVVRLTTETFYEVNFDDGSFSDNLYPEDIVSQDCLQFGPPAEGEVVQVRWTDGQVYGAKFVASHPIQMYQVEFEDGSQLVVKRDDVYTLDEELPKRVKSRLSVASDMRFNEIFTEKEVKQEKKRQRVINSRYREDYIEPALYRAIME
PGK inhibitor = blocks T. brucei phosphoglycerate kinase; AID 602233; Potency, µM (titrated, usually from 57.5 µM), without a hit: at the highest dose activity change, negative = inhibition, usual class: inhibitors; P07378; 380,000 compounds, 0.043% hits; PGK/GAPDH coupled, Kinase-Glo luminescence, 60 min; also: potency is read from the fitted curve at half-maximal effect; % is scaled to controls: 0 for no effect and ±100 for the full control effect; nearly all actives have a fitted effect of over 60% in size
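Luminescent ATP detection (Kinase-Glo Plus) follows a 60-minute room-temperature incubation, with wells lacking PGK as controls. Buffer: 100 mM TEA (pH 7.6), 5 mM MgCl2, 0.01% Tween-20. Coupling enzyme GAPDH (100 nM final) supplies unstable 1,3-BPG in-well.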
Active calls of the source: *; i = inactive; ? = inconclusive; / = no result given; & = joins results of further samples; ! = not confirmed by another sample; [ ] = dose if it differs, or a comment. Unless noted, calls follow the shape of the dose curve; as a rule, active = well fitted curve in the direction sought with a large enough effect; inconclusive = small, poorly fitted or top-dose-only effect, or another doubt; inactive = no such curve, though single readings can be large; an effect the other way counts as inactive or inconclusive. Not all compounds are listed; rates above refer to the full screens.

SMILES	BAZ2B inh	Pin1 inhibitor	PI4K2A inh	POLH inh	G9a inh	GLS inhibitor	HP1b binding inh	JMJD2A Tudor	PGK inhibitor
O=CN1CCN(C(=O)C(=O)c2cn(CC(=O)N3CCCCC3)c3ccccc23)CC1	-3%	3%	2	-17%	8%	-6%	41%[activator]	-9%	i
CCOCCCn1c(=NC(=O)c2cccnc2)c(C(=O)OCC)cc2c(=O)n3ccccc3nc21	-27%	-1%&-4%	-3&2	?	2%[59 µM]	-12%&32%	10%	50µM*!	-11%&-8%
O=C(/C=C/c1cccc(Cl)c1)Nc1ncccn1	1%	-5%	2	-9%	9%[59 µM]	-18%	23%	-10%	-2%
Cc1cccc(C)c1N1CCN(c2nc(N(C)C)oc(=O)c2C#N)CC1	3%	-4%	0	7%	6%	/	9%	11%	-9%
CSc1nsc(SCC(=O)Nc2nncs2)n1	-26%	0%	3	-3%	?	4%	-34%	-3%	9%
COCCN(Cc1cc2cc(C)ccc2n2nnnc12)C(=S)Nc1cccc(C)c1	/	0%	2	-7%	3%	-9%	26%	-21%	-7%
CCCS(=O)(=O)N1CCN(Cc2ccccc2OCC)CC1	?	0%	-2	-3%	?	12%	?	2.8µM*	6%
O=C(CNC(=O)c1ccco1)N/N=C/c1ccc(C(=O)O)cc1	6%	5%	0	-14%	14%	0%	26%	10%	6%
CCn1c(O)c(C=Nc2ccccc2)oc1=S	8%	5%	2	-15%	28µM*	1%	-19%	-21%	-4%
CN(Cc1ccccc1)C(=O)c1nc2ccccn2c1CNCCOc1cccnc1	-2%	-4%	-2	-2%	8%	2%	26%	-14%	i
Cc1ccc(C)c(OC(=O)c2cccnc2)c1	5%	-3%	-1	5%	12%	4%	28%	1%	-7%
COc1ccccc1NC(=O)CSc1nc2ccccc2nc1N1CC(C)OC(C)C1 (centres undefined)	12%	12%	1	-15%	/	11%	85%[activator]	22%	-2%
C[C@H](CO)N1C[C@H](C)[C@H](CN(C)C(=O)Nc2ccc(F)cc2)Oc2ccc(NC(=O)NC3CCCCC3)cc2CC1=O	/	8%	-1	-3%	/	4%	41%[activator]	-19%	i
Nc1c(Cl)cc(Cl)cc1C(=O)OCC(=O)NC1CC1	?	-6%	1	?	3%	3%	16%	-9%	6%
CCOC(=O)c1cc(S(=O)(=O)NCc2ccc(OC)cc2)[nH]n1	?	-9%	-2	2%	13µM*	7%	8%[57 µM]	?	i
CCOc1ccc(NC(=O)CSc2nnc(C)n2CC2CCCO2)cc1 (centres undefined)	8%	2%	1	-8%	26%[59 µM]	1%	34%	1%	-1%
COc1ccc(Cl)cc1NC(=O)Cn1c(=O)oc2ccccc21	-10%	3%	2	-18%	2%	4%	9%	-14%	i
COc1ccc(CC(=O)N2CCN(c3ccccc3OC)CC2)cc1	-16%	-1%	3	13%	16%	27%	20%	-27%	-6%
COc1ccc(N/C=C\C(=O)c2ccc3ccccc3c2)cc1	-23%	0%	-1	-4%	?	-3%	60%[activator]	-10%	i
CCCc1cc(=O)oc2cc(OCC(=O)NC(Cc3ccc(Cl)cc3)C(=O)O)ccc12 (centres undefined)	-5%	-12%	-16	2%	-2%	20%	25%	-11%	-1%
CN(C)c1ccc(/C=C2\SC(=O)N(CC(O)Cn3c4ccccc4c4ccccc43)C2=O)cc1 (centres undefined)	-3%	?	-4	-4%	9%[59 µM]	-4%	16%	-25%	-6%
O=C(CCCCCn1c(=S)[nH]c2ccc(N3CCOCC3)cc2c1=O)NC1CCN(Cc2ccccc2)CC1	-26%	1%	0	0%	-6%[59 µM]	-14%	14%	-22%	-8%
CCOCCc1nn2c(=O)cc(COC(=O)c3ccc(NC(=O)C4CCCCC4)cc3)nc2s1	-7%	15%	-5	1%	3%[59 µM]	4%	30%	-31%	4%
COc1ccc(CC(=O)Nc2ccccc2N2CCCC2)cc1	?	-4%	2	-16%	/	0%	7%	-36%	-5%
COc1ccc(N(CC(=O)NN=C2CCCCCCC2)S(=O)(=O)c2ccccc2)cc1Cl	0%	7%	-1	-12%	22%[59 µM]	4%	23%	-5%	14%

Of the compounds above, two have an NH in an aromatic ring:
SMILES	BAZ2B inh	Pin1 inhibitor	PI4K2A inh	POLH inh	G9a inh	GLS inhibitor	HP1b binding inh	JMJD2A Tudor	PGK inhibitor
CCOC(=O)c1cc(S(=O)(=O)NCc2ccc(OC)cc2)[nH]n1	?	-9%	-2	2%	13µM*	7%	8%[57 µM]	?	i
O=C(CCCCCn1c(=S)[nH]c2ccc(N3CCOCC3)cc2c1=O)NC1CCN(Cc2ccccc2)CC1	-26%	1%	0	0%	-6%[59 µM]	-14%	14%	-22%	-8%

(continued)
SMILES	BAZ2B inh	Pin1 inhibitor	PI4K2A inh	POLH inh	G9a inh	GLS inhibitor	HP1b binding inh	JMJD2A Tudor	PGK inhibitor
Cc1cc(=O)[nH]c(/N=C(\N)Nc2ccc3c(c2)OCCO3)n1	-24%	-14%	-4	-15%	22µM*	7%	-18%	-8%	-7%
CCOC(=O)C1CCN(S(=O)(=O)c2ccc(OC)c(C(=O)N3CCCCC3)c2)CC1	6%	0%	0	7%	-5%	-7%	6%	-4%	4%
NS(=O)(=O)c1ccc(NC(=O)CNC(=O)c2ccc3c(c2)OCO3)cc1	/	3%	9	-1%	/	-25%	-13%	-9%	i
Cn1ncc2c(Nc3cc(C(F)(F)F)ccc3Cl)ncnc21	3%	2%	-2	13%	-10%[59 µM]	-2%	23%	-17%	-10%
CCCOC(=O)c1ccc(NC(=O)COC)cc1	11%	-5%	0	-20%	27%[59 µM]	7%	35%	2%	-1%
Cc1ccc(C(=O)COC(=O)c2ccc(O)cc2)cc1	-19%	-1%	2	-8%	3%	-2%	22%	-9%	0%
O=C(CCC1CCCN(C(=O)c2ccc3cc[nH]c3c2)C1)NCc1ccc(F)c(F)c1 (centres undefined)	-21%	-2%	2	3%	-6%	9%	25%	-14%	-5%
O=[N+]([O-])c1c(NCc2ccco2)ccc2nonc12	-24%	-1%	12	-19%	/	?	13%	-12%	2%
CCN1CCN(c2ncnc3sc4c(c23)CCC(C)C4)CC1 (centres undefined)	-2%	-4%	0	-1%	?	3%	22%	-14%	-3%
COCCCN1C(=O)C(=O)/C(=C(/O)c2ccc(S(=O)(=O)N3CCOCC3)cc2)C1c1ccc(C)cc1 (centres undefined)	-21%	-5%	5	-8%	?	2%	2%	-24%	-7%
Cc1ccc(C)c(OCC(=O)Nc2ccccc2C(=O)NC2CC2)c1	-5%	-13%	-3	-12%	-8%[0.501 µM]	-3%	38%	-8%	i
O=c1[nH]c2ccc(Cl)cc2c(-c2ccccc2)c1[N+](=O)[O-]	-6%	0%	3	-2%	20%[59 µM]	-8%	?	-30%	-3%
COc1ccc(Cl)cc1NC(=O)c1ccc2c(c1)CCCN2S(C)(=O)=O	-1%	6%	1	-1%	-1%[59 µM]	2%	41%[activator]	-15%	-1%
CC(C)c1ccc(NC(=O)NN2CCOCC2)cc1	/	7%	0	-1%	5%	-1%	34%	-5%	-1%
COc1ccc(CCN2C(=O)CC(Nc3ccc(N4CCOCC4)cc3)C2=O)cc1OC (centres undefined)	45µM*	-12%	-15	-4%	14µM*	-6%	-10%	?	i
COc1ccc(NC(=O)CCOc2ccc(C)cc2)c(OC)c1	-6%	-1%	7	-16%	/	1%	9%	-15%	-7%
Cc1ccc(OCCC(=O)Nc2ccc3c(c2)OCO3)cc1	-2%	0%	-2	-1%	15%[12.7 µM]	0%	20%	-14%	6%
COc1cccc(/C=C/C(=O)NCCc2ccc(OC)c(OC)c2)c1	-8%	1%	-1	-2%	-6%[59 µM]	17%	26%	-12%	7%
CCc1ccc(C(=O)NCC2(c3ccccc3)CCOCC2)o1	/	-1%	4	-18%	/	4%	25%[57 µM]	8%	2%
COC(=O)c1ccc(NC(=O)CSc2ncc3c(n2)-c2cc(Cl)ccc2N(Cc2ccccc2)S3(=O)=O)cc1	-4%	19%	-2	-2%	-2%[59 µM]	-4%	0%	-23%	-2%
Cn1c(=O)[nH]c(=O)c2c1nc(N1CCN(CCO)CC1)n2Cc1ccccc1Cl	-21%	-1%	-6	-12%	43%[59 µM]	-11%	32%	-1%	-3%
CCCCn1c(CNC(=O)Cc2ccccc2)nc2ccccc21	9%	0%	-5	-10%	-3%[59 µM]	3%	16%	-19%	-1%
CCCOc1ccc(C(=O)Nc2ccc(Cl)cn2)cc1	3%	8%	5	-21%	-5%	1%	28%	-4%	-1%

Rewritten with the structure last: entries from further up.
BAZ2B inh	Pin1 inhibitor	PI4K2A inh	POLH inh	G9a inh	GLS inhibitor	HP1b binding inh	JMJD2A Tudor	PGK inhibitor	canonical_smiles
/	3%	9	-1%	/	-25%	-13%	-9%	i	NS(=O)(=O)c1ccc(NC(=O)CNC(=O)c2ccc3c(c2)OCO3)cc1
3%	2%	-2	13%	-10%[59 µM]	-2%	23%	-17%	-10%	Cn1ncc2c(Nc3cc(C(F)(F)F)ccc3Cl)ncnc21
11%	-5%	0	-20%	27%[59 µM]	7%	35%	2%	-1%	CCCOC(=O)c1ccc(NC(=O)COC)cc1
-19%	-1%	2	-8%	3%	-2%	22%	-9%	0%	Cc1ccc(C(=O)COC(=O)c2ccc(O)cc2)cc1
